HP1b binding inh: blocks HP1-beta chromodomain binding to methylated histone tails; P83916; AlphaScreen HP1-beta / biotin-H3K9me3 peptide binding; Potency, µM (top dose mostly 114 µM), without a hit: top-dose activity change, negative = inhibition, usual class: inhibitors; 390,000 tested, 0.56% active; AID 540317; also: nearly all actives have a fitted effect of over 70% in size; inactives centre near 23
Target sequence (P83916 whole entry, looked up): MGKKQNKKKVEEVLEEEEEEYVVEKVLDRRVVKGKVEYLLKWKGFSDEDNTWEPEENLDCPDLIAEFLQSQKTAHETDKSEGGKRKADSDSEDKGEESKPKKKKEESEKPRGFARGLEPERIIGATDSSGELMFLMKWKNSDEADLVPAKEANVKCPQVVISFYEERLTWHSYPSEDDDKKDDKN
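Compound inhibition of the preformed complex between 50 nM HP1-beta and 50 nM biotinylated H3K9me3 peptide was read by AlphaScreen. Buffer was PBS pH 7.4 with 0.01% Tween-20. Incubations ran 30 min at room temperature, with 10 ug/mL donor/acceptor beads.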
JMJD2A Tudor: JMJD2A Tudor domain (human) inhibition. O75164. AlphaScreen JMJD2A-Tudor / H3K4me3 peptide binding. Potency, µM (series often up to 114 µM), inactives show top-dose activity change, negative = inhibition, most hits filed as inhibitors. 390,000 tested, 4.4% active; also: % is scaled to controls: 0 for no effect and ±100 for the full control effect; nearly all actives have a fitted effect of over 50% in size
Pin1 inh: human Pin1 inhibition. 390,000 tested, 0.009% active. Pin1 FP peptide displacement, HiFluor488, 10 min. Q13526. AID 504891. Potency, µM (titrated, usually from 115 µM), inactives show at the top dose activity, negative = inhibition, usual class: inhibitors; active = well fitted inhibition curve with a large enough effect in the polarisation, with a control signal flat, not every such curve was filed as active; inconclusive = small, poorly fitted or top-dose-only effect, or effect the other way, or a change in a side signal; inactive = no such curve, though single readings can be large or run the other way; the % refers to the polarisation; also: % is scaled to controls: 0 for no effect and ±100 for the full control effect
ERG-DNA inh: inhibitors of human ERG Ets domain-DNA interaction. P11308. fluorescence polarization, His-ERG Ets domain / labelled DNA. Potency, µM (highest dose often 76.9 µM), inactives show top-dose FP activity, negative = inhibition, most hits filed as inhibitors. 370,000 tested, 0.028% active. AID 624246; active = well fitted inhibition curve with a large enough effect in the polarisation, with a control signal flat; inconclusive = small, poorly fitted or top-dose-only effect, or effect the other way, or a change in a side signal; inactive = no such curve, though single readings can be large or run the other way; the % refers to the polarisation;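 also: polarization taken with two DNA probes labelled with fluorescein and Texas red; % of control where 0% means no effect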
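His-tagged ERG Ets domain (1 uM in the protein solution; 300mM KCl, 50mM Tris-HCl, 1mM EDTA, 1mM DTT, pH 7.5) received compound, then a probe mix of 5 nM fluorescein-DNA and 100nM Texas-615-DNA. Fluorescence polarization was read for both dyes.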
RGS4 inh: inhibitors of human regulator of G protein signaling 4; 390,000 tested, 0.039% active; Transcreener GDP fluorescence polarization, RGS4-accelerated GTP hydrolysis; Potency, µM (highest dose often 114 µM), inactives show at the top dose activity change, negative = inhibition, hits mostly inhibitors; also: % is scaled to controls: 0 for no effect and ±100 for the full control effect; nearly all actives have a fitted effect of over 75% in size; some results filed as inactive show a strong effect at the top dose
Target sequence (P49798 whole entry, looked up): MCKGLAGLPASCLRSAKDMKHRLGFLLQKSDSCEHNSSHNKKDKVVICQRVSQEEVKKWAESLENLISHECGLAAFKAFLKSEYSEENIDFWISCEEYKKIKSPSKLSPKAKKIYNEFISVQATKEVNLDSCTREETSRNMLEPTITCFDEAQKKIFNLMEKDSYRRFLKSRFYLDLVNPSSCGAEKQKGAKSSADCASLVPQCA
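MLSMR compounds (23 nl, pin-transferred) preincubated 10 min at room temperature with a 500nM (2x) first reagent, then RGS4 at 900nM (2x) plus Transcreener GDP mix added; fluorescence polarization (620/688 nm) read before and after 90 min at 30 °C.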
12-LOX inh: ALOX12 (human) lipoxygenase inhibition | 580,000 tested, 1.1% active | Potency, µM (highest dose often 108 µM), inactives show at the top dose activity change, negative = inhibition, actives largely listed as inhibitors | purified 12hLO, xylenol orange hydroperoxide absorbance | AID 1671190; also: % is scaled to controls: 0 for no effect and ±100 for the full control effect
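Purified human 12hLO at 150 nM in 25 mM Hepes, 0.01% Triton X-100, pH 7.0, preincubated 15 min at room temperature with compound. Reaction started with 40 uM arachidonic acid, 30 min at room temperature. Hydroperoxide measured by Fe-xylenol orange, 573/405 nm absorbance ratio.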
Tb PGK inh: inhibitors of T. brucei phosphoglycerate kinase | PGK/GAPDH coupled, Kinase-Glo luminescence, 60 min | Potency, µM (series often up to 57.5 µM), for inactives: at the highest dose activity change, negative = inhibition, usual class: inhibitors | 380,000 tested, 0.043% active; also: % is scaled to controls: 0 for no effect and ±100 for the full control effect; nearly all actives have a fitted effect of over 60% in size
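Recombinant glycosomal PGK reaction used 1,3-bisphosphoglycerate generated in-well by GAPDH (100nM final) in 100mM TEA pH 7.6, 5mM MgCl2, 0.01% Tween-20. After 60 minutes at room temperature, ATP was read by Kinase-Glo Plus luminescence end-point.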
GLS inh: inhibitors of human glutaminase (GLS); O94925; AID 624170; 410,000 tested, 0.21% active; GLS enzymatic activity, qHTS titration; Potency, µM (top dose mostly 45.5 µM), for inactives: top-dose activity change, negative = inhibition, usual class: inhibitors; also: % is scaled to controls: 0 for no effect and ±100 for the full control effect
Target sequence (O94925 whole entry, looked up): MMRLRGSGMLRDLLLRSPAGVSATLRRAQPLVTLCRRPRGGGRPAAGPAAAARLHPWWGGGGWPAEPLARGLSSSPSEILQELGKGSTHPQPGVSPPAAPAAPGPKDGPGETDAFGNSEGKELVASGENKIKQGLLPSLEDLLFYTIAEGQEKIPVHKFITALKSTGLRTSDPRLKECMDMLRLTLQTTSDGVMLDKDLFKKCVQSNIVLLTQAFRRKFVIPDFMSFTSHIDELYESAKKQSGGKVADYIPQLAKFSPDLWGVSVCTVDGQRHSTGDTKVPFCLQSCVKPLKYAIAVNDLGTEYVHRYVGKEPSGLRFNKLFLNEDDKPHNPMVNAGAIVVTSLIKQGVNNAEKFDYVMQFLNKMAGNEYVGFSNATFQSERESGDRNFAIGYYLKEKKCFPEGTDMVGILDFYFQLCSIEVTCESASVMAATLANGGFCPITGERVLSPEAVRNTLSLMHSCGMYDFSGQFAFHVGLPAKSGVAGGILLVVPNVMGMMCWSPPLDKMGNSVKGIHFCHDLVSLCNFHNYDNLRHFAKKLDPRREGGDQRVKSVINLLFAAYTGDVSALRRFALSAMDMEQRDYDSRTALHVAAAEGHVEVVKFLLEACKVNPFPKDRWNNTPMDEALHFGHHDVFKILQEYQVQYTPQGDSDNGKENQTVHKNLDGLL
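Two-point fluorescence kinetic (t0, 30 min RT) for hKGA; glutamate detected via glutamate oxidase–HRP–Amplex Red. Substrate: 1 mM L-glutamine solution; buffer 45 mM KH2PO4, pH 8.2.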
rTrxR1 inhibitor: blocks rat thioredoxin reductase 1 | O89049 | recombinant rTrxR1, NADPH fluorescence consumption, selenite substrate | Potency, µM (doses to about 114 µM), for inactives: at the top dose activity change, negative = inhibition, actives largely listed as inhibitors | 390,000 tested, 1% active | AID 588453; also: % is scaled to controls: 0 for no effect and ±100 for the full control effect; nearly all actives have a fitted effect of over 65% in size
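Rat TrxR1 (90 nM in the dispensed reagent) was pre-reduced with 400 uM NADPH for 5 min at room temperature, then incubated with compound for 15 min. After 400 uM selenite was added, NADPH fluorescence (Ex 340/Em 450 nm) was followed for 8 min.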
An asterisk follows results filed as active; i = inactive; ? = inconclusive; . = not tested or not shown; [ ] = another dose, or the depositor's remark. Unless noted, calls follow the shape of the dose curve; as a rule, active = well fitted curve in the direction sought with a large enough effect; inconclusive = small, poorly fitted or top-dose-only effect, or another doubt; inactive = no such curve, though single readings can be large; an effect the other way counts as inactive or inconclusive. Potency is read from the fitted curve at half-maximal effect.

no.	HP1b binding inh	JMJD2A Tudor	Pin1 inh	ERG-DNA inh	RGS4 inh	12-LOX inh	Tb PGK inh	GLS inh	rTrxR1 inhibitor	mol
1	-1%	-17%	0%	-1%	13%	3%	-3%	2%	11%	O=C(CN1C(=O)COc2ccc(S(=O)(=O)N3CCCC3)cc21)N1CCN(c2ccccc2)CC1
2	-16%	-21%	-10%	-3%	-15%	?	-6%	-4%	-12%	COc1ccc(NC2CCCN(C(=O)c3ccccc3C(F)(F)F)C2)cc1 (centres undefined)
3	51%[activator]	-23%	-10%	7%	2%	5%	2%	7%	-1%	Cc1ccc(C2=CC(c3ccccc3)n3ncnc3N2)c(C)c1 (centres undefined)
4	17%	-12%	3%	9%	33%	-22%	3%	4%	-12%	CCC1CCCCN1C(=O)COc1ccc2c(c1)OCO2 (centres undefined)
5	20%	-31%	-4%	-8%	7%[11.4 µM]	5%	1%	8%	-19%	CCOCCCN(C)C1CCN(C(=O)c2oc3ccccc3c2NC(=O)c2cccc([N+](=O)[O-])c2)CC1
6	28%	-4%	-3%	-9%	-20%	11%	7%	-3%	23%[57.1 µM]	Cc1ccc(N=Cc2ccc(N(C)C)cc2)cc1C
7	31%	-13%	-2%	0%	?	-6%	i	-1%	2%	COc1ccccc1NC(=O)N1CCN(c2cccc(C(F)(F)F)c2)CC1
8	61%[activator]	-15%	-14%	-2%	0%	23%	-2%	-1%	36%	CCOc1ccc(S(=O)(=O)NCCC(=O)N2CCCN(C)CC2)cc1
9	26%	50µM*	75%[activator]	7%	10%	.	-11%	?	-3%[57.1 µM]	COc1ccc2c(c1)c(=O)oc1c(C)c(OCc3ccc(C(=O)O)cc3)ccc12
10	26%	-5%	1%	-6%	5%	68%[activator]	2%	-17%	-4%	O=C(NCc1cccnc1)Nc1ccccc1F

Brought forward from above: 6 entries, followed by the next part.
no.	HP1b binding inh	JMJD2A Tudor	Pin1 inh	ERG-DNA inh	RGS4 inh	12-LOX inh	Tb PGK inh	GLS inh	rTrxR1 inhibitor	mol
5	20%	-31%	-4%	-8%	7%[11.4 µM]	5%	1%	8%	-19%	CCOCCCN(C)C1CCN(C(=O)c2oc3ccccc3c2NC(=O)c2cccc([N+](=O)[O-])c2)CC1
6	28%	-4%	-3%	-9%	-20%	11%	7%	-3%	23%[57.1 µM]	Cc1ccc(N=Cc2ccc(N(C)C)cc2)cc1C
7	31%	-13%	-2%	0%	?	-6%	i	-1%	2%	COc1ccccc1NC(=O)N1CCN(c2cccc(C(F)(F)F)c2)CC1
8	61%[activator]	-15%	-14%	-2%	0%	23%	-2%	-1%	36%	CCOc1ccc(S(=O)(=O)NCCC(=O)N2CCCN(C)CC2)cc1
9	26%	50µM*	75%[activator]	7%	10%	.	-11%	?	-3%[57.1 µM]	COc1ccc2c(c1)c(=O)oc1c(C)c(OCc3ccc(C(=O)O)cc3)ccc12
10	26%	-5%	1%	-6%	5%	68%[activator]	2%	-17%	-4%	O=C(NCc1cccnc1)Nc1ccccc1F
11	14%	-25%	16%	-2%	9%	26%	i	-1%	13%	COc1cccc2[nH]c3c(N4CCC(C)CC4)ncnc3c12
12	?	-33%	0%	2%	?	?	-8%	?	-27%[57.1 µM]	S=C(NNC(=S)Nc1ccccc1)Nc1ccccc1
13	18%	-9%	-5%	6%	9%	-8%	-8%	2%	17%	COc1ccccc1OCCC(=O)O
14	17%	-9%	5%	0%	-6%	0%	-4%	18%	31%	CCOC(=O)N1CCN(C(=O)COC(=O)c2ccc(O)cc2O)CC1
15	25%[57 µM]	-2%	1%	1%	11%	0%	-2%	3%	26%[57.1 µM]	N#Cc1cccc(NC(=O)C2CCN(S(=O)(=O)c3ccc4[nH]c(=O)ccc4c3)CC2)c1
16	-7%	-25%[57.1 µM]	2%	-25%	4%[11.4 µM]	?	-9%	31%[activator]	7%[57.1 µM]	CN(C)c1ccc(C(=O)c2ccc(O)cc2O)cc1
17	19%	-3%	-11%	9%	23%	-12%	-4%	-3%	12%	COCCN(C(=O)COC(=O)/C=C/c1ccc(OC)c(OC)c1)c1c(N)n(Cc2ccccc2)c(=O)[nH]c1=O
18	-23%	-10%	.	7%	-36%	?	?	-4%	-13%	COC(=O)c1cc(C)nc2c1C(=O)C(=O)C=C2N1CCOCC1
19	24%	-10%	2%	8%	-15%	0%	-11%	-4%	-7%[57.1 µM]	NC1=NC(=O)/C(=C/c2cccs2)S1
20	7%	-21%	5%	2%	29%	24%	-9%	7%	13%	CC(=O)C1=C(c2ccccc2)NC(=O)NC1c1ccccc1OCC(=O)NCc1ccccc1 (centres undefined)

Ordered by the number under GLS inh (highest first): some entries from above.
| entry | Compound | HP1b binding inh | JMJD2A Tudor | Pin1 inh | ERG-DNA inh | RGS4 inh | 12-LOX inh | Tb PGK inh | GLS inh | rTrxR1 inhibitor |
| --- | --- | --- | --- | --- | --- | --- | --- | --- | --- | --- |
| 20 | CC(=O)C1=C(c2ccccc2)NC(=O)NC1c1ccccc1OCC(=O)NCc1ccccc1 (centres undefined) | 7% | -21% | 5% | 2% | 29% | 24% | -9% | 7% | 13% |
| 15 | N#Cc1cccc(NC(=O)C2CCN(S(=O)(=O)c3ccc4[nH]c(=O)ccc4c3)CC2)c1 | 25%[57 µM] | -2% | 1% | 1% | 11% | 0% | -2% | 3% | 26%[57.1 µM] |
| 13 | COc1ccccc1OCCC(=O)O | 18% | -9% | -5% | 6% | 9% | -8% | -8% | 2% | 17% |
| 11 | COc1cccc2[nH]c3c(N4CCC(C)CC4)ncnc3c12 | 14% | -25% | 16% | -2% | 9% | 26% | i | -1% | 13% |
| 17 | COCCN(C(=O)COC(=O)/C=C/c1ccc(OC)c(OC)c1)c1c(N)n(Cc2ccccc2)c(=O)[nH]c1=O | 19% | -3% | -11% | 9% | 23% | -12% | -4% | -3% | 12% |

(further entries)
no.	HP1b binding inh	JMJD2A Tudor	Pin1 inh	ERG-DNA inh	RGS4 inh	12-LOX inh	Tb PGK inh	GLS inh	rTrxR1 inhibitor	mol
21	45%[activator]	-3%	-4%	-8%	4%	-5%	-3%	-16%	11%	O=C(Nc1nc2cc3c(cc2s1)OCCO3)c1ccc(N2C(=O)CCC2=O)cc1
22	6%	-17%	4%	-4%	-3%	0%	0%	-1%	6%	CN(CC(=O)NCc1ccc(F)cc1)S(=O)(=O)c1cccc2nsnc12
23	-32%	-3%	8%	-1%	-28%	?	i	4%	11%[57.1 µM]	CC(=O)c1ccc(N2CCN(S(=O)(=O)c3ccccc3)CC2)c(F)c1
24	7%[57 µM]	-18%	-2%	3%	1%	-7%	-9%	-7%	18%	COc1ccc(-c2n[nH]c3c2CN(C(=O)c2ccc(OC)c(OC)c2)CC3)cc1
25	5%	-31%	-5%	7%	-19%	-12%	-4%	6%	-9%	O=C(Nc1cccs1)Nc1c(F)c(F)c(F)c(F)c1F
26	19%	-4%	-2%	16%	-17%	?	1%	-14%	-15%	COCCCn1c(SCC(=O)Nc2oc(C)c3c(C)n[nH]c(=O)c23)nc2ccccc2c1=O
27	29%	-5%	-3%	-1%	-16%	.	0%	0%	2%[57.1 µM]	CCOc1ccccc1N1CCN(Cc2c(C)n(C)n(-c3ccccc3)c2=O)CC1
28	55%	11%	-3%	-3%	6%	-2%	-4%	-11%	-2%	CC(C)OC(=O)c1ccc(Cn2nnc3ccccc3c2=O)cc1
29	-5%	-35%	9%	6%	11%	16%	-4%	-4%	10%	Cc1ccc(C(=O)N/C(=C\c2ccc(-c3cccc([N+](=O)[O-])c3)o2)C(=O)NCCCN2CCOCC2)cc1
30	-15%	56µM*	.	.	?	?	?	-7%	14%	CCCCCCCCCCCCCCCCCCNc1ccn(C2OC(COP(=O)(O)OCC3OC(n4cc(F)c(=O)[nH]c4=O)CC3O)C(O)C2O)c(=O)n1 (centres undefined)
31	44%[activator]	0%	2%	-4%	-12%	16%	i	-6%	-6%	COc1ccc(S(=O)(=O)NCCc2cn3nc(C)c(C)nc3n2)cc1C
32	-10%	-20%	0%	-1%	-6%	-23%	i	2%	17%	CC1(c2cccc(Br)c2)NC(=O)N(CC(=O)Nc2ccc(S(N)(=O)=O)cc2)C1=O (centres undefined)
33	35%	-28%	-1%	-8%	4%	14%	-3%	1%	26%	CCOC(=O)[C@@H]1[C@H]2COc3cc(OC)ccc3[C@H]2N2C(=O)N(c3ccc(C)cc3)C(=O)[C@]12C
34	19%	-22%	-5%	-6%	-8%	-6%	-9%	-15%	9%	O=C(CCNC(=O)c1ccccc1Cl)NCc1ccco1
35	21%	-19%	-2%	.	-14%	.	.	.	9%	Clc1ccc(Nc2nc(NCc3ccco3)nc3nccnc23)cc1
36	246%[activator]	140%[activator]	-2%	3%	-18%	-3%	-1%	-9%	11%	CCOC(=O)CCSc1cc(C)c2ccccc2n1
37	27%	-5%	2%	5%	-10%	?	0%	-7%	?	C#CCOc1ccc(C2C3=C(CCCC3=O)N(CC(=O)O)C3=C2C(=O)CCC3)cc1Br
38	24%	-5%	-10%	-1%	8%	111%[activator]	-5%	?	18%[57.1 µM]	CCOC(=O)c1oc2ccc(Br)cc2c1NC(=O)CN1CCN(C)CC1
39	7%	-13%	0%	-7%	-13%	12%	i	0%	18%[57.1 µM]	Clc1ccc(-c2ccccc2)nn1
40	27%	-17%	4%	-12%	3%	14%	i	3%	0%	CC1CCC(C(=O)NNC(=O)c2cc(-c3ccco3)[nH]n2)CC1 (centres undefined)

Source: PubChem BioAssay

The list is partial. The share of hits here may be higher or lower than overall.
